# High-throughput results: PubChem BioAssay, National Center for Advancing Translational Sciences (NCATS)
# Giardia FBPA inh – qHTS Assay for Inhibitors of Fructose-1,6-bisphosphate Aldolase from Giardia Lamblia. purified Giardia FBPA. A8B2U2. Potency, µM (series often up to 59.6 µM), inactives show at the highest dose activity, negative = inhibition, usual class: inhibitors. 290,000 tested, 0.71% active; further: potency means the concentration at half of the fitted maximal effect; nearly all actives have a fitted effect of over 55% in size
# Target sequence (A8B2U2 whole entry, looked up): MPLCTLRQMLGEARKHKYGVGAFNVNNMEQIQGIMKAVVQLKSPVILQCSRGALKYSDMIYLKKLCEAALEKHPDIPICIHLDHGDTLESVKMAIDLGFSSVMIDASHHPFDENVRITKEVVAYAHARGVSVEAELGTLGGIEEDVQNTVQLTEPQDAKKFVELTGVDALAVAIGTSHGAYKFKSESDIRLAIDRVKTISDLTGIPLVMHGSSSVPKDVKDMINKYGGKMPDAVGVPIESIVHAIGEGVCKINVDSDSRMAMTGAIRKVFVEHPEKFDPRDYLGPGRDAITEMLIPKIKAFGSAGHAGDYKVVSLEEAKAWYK
#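 Giardia FBPA (40 nM reagent) was preincubated 10 min at RT with compound (up to 57.5 uM final), then substrate plus GAPDH/TPI/NAD/arsenate coupling system with diaphorase/resazurin was added; resorufin fluorescence (525/598 nm) was read after 20 min.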
# HCMV antiviral – qHTS Assay for inhibitors of the human cytomegalovirus (HCMV); HFF cells, HCMV-luciferase reporter, 72 h; hits give low values; activity change, negative = inhibition, % at 57.5 µM; 410,000 tested, 4.5% active; in the data active means activity change below about -60%; inconclusive means no clear call, values can overlap the other calls; inactive means above about -39%
#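 Cell-based, HFFs, 1000 cells/well, 16 h 37C; cpds in DMSO + HCMV-luc, MOI 1 PFU/cell; 72 h 37C; OneGlo luminescence after 5 min RT; norm. to buffer vs Salinomycin 10uM.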
# Sm TGR inh – qHTS Assay for the Inhibitors of Schistosoma Mansoni Peroxiredoxins; Potency, µM (doses to about 114 µM), for the others: at the top dose activity change, negative = inhibition, actives largely listed as inhibitors; Schistosoma mansoni thioredoxin glutathione reductase (TGR), Q962Y6; 360,000 tested, 3% active; purified TGR, DTNB reduction, TNB absorbance 405 nm; AID 485364, 2010; further: potency means the concentration at half of the fitted maximal effect; nearly all actives have a fitted effect of over 60% in size
#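 TGR 20 nM + NADPH 100 uM (dispensed conc.), cpd preinc 15 min RT; start with NADPH (500 uM addition) then DTNB (15 mM addition). Kinetic TNB absorbance, 405 nm filter. Four-parameter Hill fit across titration.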
# AmpC detergent – qHTS Inhibitors of AmpC Beta-Lactamase (assay with detergent); AmpC hydrolysis of nitrocefin, absorbance 480 nm, 0.01% Triton; 370,000 tested, 0.041% active; AID 485294, 2010; Potency, µM (series often up to 114 µM), without a hit: at the highest dose activity change, negative = inhibition, most hits filed as inhibitors;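 further: potency means the concentration at half of the fitted maximal effect; 0% = no-compound wells and -100% = no-enzyme wells; nearly all actives have a fitted effect of over 25% in size; some results filed as inactive show a strong effect at the top dose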
# Target sequence (P00811 whole entry, looked up): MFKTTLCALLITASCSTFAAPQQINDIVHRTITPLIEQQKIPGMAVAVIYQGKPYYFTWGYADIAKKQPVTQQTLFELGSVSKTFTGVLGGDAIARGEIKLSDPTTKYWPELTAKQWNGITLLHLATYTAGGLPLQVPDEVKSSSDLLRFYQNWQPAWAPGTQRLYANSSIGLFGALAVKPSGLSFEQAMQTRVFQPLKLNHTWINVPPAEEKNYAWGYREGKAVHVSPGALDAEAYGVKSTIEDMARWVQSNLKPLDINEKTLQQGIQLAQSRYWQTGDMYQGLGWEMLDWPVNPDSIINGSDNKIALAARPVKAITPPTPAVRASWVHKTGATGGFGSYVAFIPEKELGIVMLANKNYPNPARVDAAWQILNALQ
#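 20 mM phosphate pH 7.0 + 0.01% (detergent screen) or 0.0001% Triton X-100; 5.3 nM AmpC reagent; cpd preinc 15 min RT; nitrocefin (800 uM stock) to start; A480 q20 s × 4 min; Activity was normalised to no-enzyme and no-compound control wells.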
# AmpC inh no detg – qHTS Inhibitors of AmpC Beta-Lactamase (assay without detergent); P00811; AmpC nitrocefin hydrolysis, absorbance 480 nm, 0.0001% Triton; Potency, µM (highest dose often 57.1 µM), for the others: top-dose activity change, negative = inhibition, actives largely listed as inhibitors; 330,000 tested, 0.52% active;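 further: potency means the concentration at half of the fitted maximal effect; plate controls were no compound for no effect and no enzyme for full effect; nearly all actives have a fitted effect of over 20% in size; some results filed as inactive show a strong effect at the top dose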
#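 20 mM phosphate pH 7.0 + 0.01% (detergent screen) or 0.0001% Triton X-100; 5.3 nM AmpC reagent; cpd preinc 15 min RT; nitrocefin (800 uM stock) to start; A480 q20 s × 4 min; Activity was normalised to no-enzyme and no-compound control wells.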
# HCV inh – qHTS Assay for Inhibitors of Hepatitis C Virus (HCV) | Huh7.5.1 HCVcc-Cre infection, luciferase reporter, 44 h | Potency, µM (highest dose often 41.8 µM), inactives show at the top dose activity change, negative = inhibition, most hits filed as inhibitors | 340,000 tested, 3.4% active | AID 651820, 2012; further: potency means the concentration at half of the fitted maximal effect
#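 Antiviral activity was scored by luciferase reporter output from cells infected with HCVcc-Cre (~0.5 moi) in presence of compound, 44 h infection period, cells seeded 1,000/well 4 h prior.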
# * marks the source's active call; other numbers are inactive results; ? = inconclusive; / = no result given; & = joins results of further samples; [ ] = dose if it differs, or a comment. Unless noted, the call rests on the fitted dose curve; in most records, active means well fitted curve in the direction sought with a large enough effect; inconclusive means small, poorly fitted or top-dose-only effect, or another doubt; inactive means no such curve, though single readings can be large; an effect the other way counts as inactive or inconclusive. Unless noted, on the % scale 0 is the no-effect control and ±100 the full control effect.
SMILES,Giardia FBPA inh,HCMV antiviral,Sm TGR inh,AmpC detergent,AmpC inh no detg,HCV inh
O=C(c1cc(C2CC2)on1)N1CCN(c2ccc(F)cc2)CC1,-4%,-20,-7%,?,-2%,?
O=C(COC(=O)c1cc(S(=O)(=O)N2CCOCC2)ccc1F)NC1CC1,/,-20,/,/,-14%,21%
CCOC(=O)C(C)Oc1ccc(NC(=O)C(Cl)Cl)cc1 (stereo not drawn),-1%,-33,-5%,-2%,-5%,-1%
Cc1ccccc1OC(=O)c1cccnc1,6%,0,2%,-12%,-6%,12%
O=C(/C=C/c1ccco1)Nc1nnc(-c2ccco2)s1,-1%,52,-22%,1%,-19%,3%
COc1ccccc1CNC(=O)COC(=O)c1cc(S(=O)(=O)N2CCOCC2)ccc1Cl,/,-35,-2%,-2%,?,4%[8.37 µM]
O=C(c1ccc(N2CCCCS2(=O)=O)cc1)N1CCN(c2ccc(N3CCOCC3)nn2)CC1,4%,-30,-10%,-10%,-4%,2%
CC(=O)N1CCN(C(=O)CNc2cc(C(F)(F)F)ccc2OCC(F)(F)F)CC1,-6%,-7,7%,-6%,48%,12%
CCc1cc2c(SCc3nc4sc(C(C)=O)c(C)c4c(=O)[nH]3)ncnc2s1,-17%,?,-16%,-4%,-24%,?
O=C(COC(=O)C1CC2CCCC(C1)C2=O)NNC(=O)c1ccccc1Br (stereo not drawn),/,0,1%,2%,-9%,26%
COc1ccc([C@H]2C=C(C(=O)O)O[C@@H](OCc3ccc(CO)cc3)C2)cc1,-1%,10,?,5%,-28%,9%
COc1cc(/C=C/C(=O)OCC(=O)Nc2ccc(Cl)cn2)ccc1O,/,-26,-18%,5%,-31%,-28%
O=C(c1cc2n(n1)C(C(F)(F)F)CC(c1ccc(Cl)cc1)N2)N1CCCC1 (stereo not drawn),-14%,3,-3%,8%,4%,2%&-1%
CC(NC(=O)c1ccco1)C(=O)Nc1nc(-c2ccccn2)cs1 (stereo not drawn),18%,40,?,-2%,-21%,?
COc1cc(C(=O)Nc2sc3c(c2C#N)CCCC3)c(Br)c(OC)c1OC,/,-18,-1%,-13%,/,/

# Two records drawn at random from the list so far:
SMILES,Giardia FBPA inh,HCMV antiviral,Sm TGR inh,AmpC detergent,AmpC inh no detg,HCV inh
CCOC(=O)C(C)Oc1ccc(NC(=O)C(Cl)Cl)cc1 (stereo not drawn),-1%,-33,-5%,-2%,-5%,-1%
O=C(c1ccc(N2CCCCS2(=O)=O)cc1)N1CCN(c2ccc(N3CCOCC3)nn2)CC1,4%,-30,-10%,-10%,-4%,2%

# More results follow.
SMILES,Giardia FBPA inh,HCMV antiviral,Sm TGR inh,AmpC detergent,AmpC inh no detg,HCV inh
CC(C)c1ccc(-c2nn(-c3ccccc3)cc2C(=O)NCC2CCCO2)cc1 (stereo not drawn),/,-29,-15%,-12%,167%[activator],?
Cc1cccc(NC(=O)CSc2nc(-c3cccs3)cc(C(F)(F)F)c2C#N)c1,/,-18,-3%,-3%,/,/
Cc1cccc(NC(=O)CSCC(=O)N2CCN(C(=O)c3ccco3)CC2)c1,/,0,7%,?,-17%,17%
CC(=O)Nc1ccc(NS(C)(=O)=O)cc1,-2%,-8,-10%,?,-11%,-8%
O=C(c1ccc(Cl)cc1Cl)N1CCc2ccccc21,-13%,-24,5%,-21%,-22%,?
O=C(Cc1cccs1)N(Cc1cccs1)C1(C(=O)NC2CCCCC2)CCCCC1,0%,?,1%,-10%,-31%,-32%
COc1ccc(NC(=O)C2C3CCC(O3)C2C(=O)O)cc1OC (stereo not drawn),-3%,-1,0%,1%,-26%,8%
CCSc1nnc(CNC(=O)C23CC4CC(CC(C4)C2)C3)n1Cc1ccccc1,3%,11,-2%,-8%,122%[activator],-3%
COC(=O)CC1Oc2ccccc2-n2cc(-c3ccc(Cl)cc3)nc21 (stereo not drawn),/,-19,3%,2%,/,/
CCCCC1=CC2=C(c3ccco3)C(=O)C(C)(OC(=O)c3ccc(OC)cc3)C(=O)C2=CN1c1ccccc1 (stereo not drawn),?,/,-14%,0%,15%,7%
O=C(NNC(=O)c1ccc(Cl)nc1)c1ccncc1,/,0,-1%,3%,-4%,-4%
O=C(Cn1ncc2c3ccccc3n(Cc3ccccc3)c2c1=O)N1CCC2(CC1)OCCO2,-9%,/,-13%,-9%,124%[activator],/
O=C(NCc1ccccc1)NS(=O)(=O)c1ccccc1Cl,4%,?,-9%,-2%,-23%,10%
CC(=O)Nc1ccc(NC(=O)CSc2nnc(C)c(=O)[nH]2)cc1,1%,?,-8%,-6%,-6%,16%
Cc1cnc(C(=O)NCCc2ccc(Cl)cc2)cn1,/,36,-7%,?,2%,-18%

# Full records, looked up by structure:
# Listed for CC(C)c1ccc(-c2nn(-c3ccccc3)cc2C(=O)NCC2CCCO2)cc1 (stereo not drawn) : Giardia FBPA inh = /; HCMV antiviral = -29; Sm TGR inh = -15%; AmpC detergent = -12%; AmpC inh no detg = 167%[activator]; HCV inh = ?
# Listed for CC(=O)Nc1ccc(NC(=O)CSc2nnc(C)c(=O)[nH]2)cc1 : Giardia FBPA inh = 1%; HCMV antiviral = ?; Sm TGR inh = -8%; AmpC detergent = -6%; AmpC inh no detg = -6%; HCV inh = 16%

# (cont.)
SMILES,Giardia FBPA inh,HCMV antiviral,Sm TGR inh,AmpC detergent,AmpC inh no detg,HCV inh
CCOC(=O)C(C(=O)OCC)[C@@H]1CS(=O)(=O)C[C@H]1C(C(=O)OCC)C(=O)OCC,5%,?,-19%,6%,2%,5%
CC[C@]1(C(=O)OC)[C@H]2C(=O)N(C)C(=O)[C@H]2[C@H]2CN=C(SCc3ccc(C(=O)OC)cc3)N21,/,13,/,/,102%[activator],1%[8.37 µM]
COc1cc(CN2CCN(C(=O)CC(C)C)CC2)c([N+](=O)[O-])cc1OC,?,15,-14%,?,3%,-13%
COc1ccccc1C1C([N+](=O)[O-])=CC([N+](=O)[O-])=CN1C (stereo not drawn),-20%,10,?,-5%,-21%,6%
Cc1cc(C(=O)N2CCN(c3ccccn3)CC2)c(C)o1,0%,4,-14%,-8%,-9%,-3%
O=C(CCC(=O)OCc1ccc(C(=O)Oc2ccc(Cl)cc2)cc1)Nc1ccccc1,2%,12,7%,0%,-29%,54%[activator]
COCC(=O)N1CCC(Oc2ccc(C(=O)NCCCC3CCCC3)cc2)CC1,/,-19,2%,5%,187%[activator],?
CCCCSc1cc(C)nc2ncnn12,-1%,-9,-1%,-1%,-2%,-3%
Cc1nn(C(C)(C)C)c(OC(=O)c2cccs2)c1S(=O)(=O)c1ccccc1,17%,4,0%,-8%,-22%,?
CC(=O)N1CC=CC1(C)C(=O)O (stereo not drawn),-8%&2%,3,-31%,-11%,-8%,34%[activator]
CCOc1ccc(-c2nc(SC(C(C)=O)C(=O)N(C)C)c3c(=O)n(C)c(=O)n(C)c3n2)cc1 (stereo not drawn),/,13,4%,17%,/,/
CCOc1ccccc1N1CC(c2nc3ccccc3n2CCOc2ccc(OC)cc2)CC1=O (stereo not drawn),/,-21,0%,-4%,/,/
CCn1cc(-c2ccnc3cc(C(=O)O)nn23)c(C)n1,-5%,-7,-4%,-9%,-18%,18%
O=C(CNC(=O)c1ccc(Br)cc1)NC1=NCCS1,12%,13,-13%,0%,-11%,1%
C/C(=N\Nc1cc(N2CCOCC2)nc(C)n1)c1ccc(F)cc1,?,60,-7%,?,31%,?
Cc1ccc(SCCSc2nc(C)cc(=O)[nH]2)cc1,?,17,-8%,-12%,-19%,8%
CC(C)CNC(=O)[C@@H]1CSC2c3ccccc3C(=O)N21 (stereo partly drawn),5%,-39,-20%,-1%,-30%,16%
Cc1ccc(C)c(N2CCN(C(=O)c3cc(S(=O)(=O)N4CCCC4)cn3C)CC2)c1,5%,12&46,4%&3%,-11%&14%,153%[activator],-7%
CCOC(=O)c1c(NC(=S)Nc2ccc(F)cc2)sc2c1CCC2,-9%,-32,-30%,4%,-30%,?
O=C1OCC(Cn2c3ccccc3c3ccccc32)O1 (stereo not drawn),-4%,12,-11%,-13%,-7%,-10%
Cc1c(Cl)cccc1NC(=S)N1CCN(c2ncccn2)CC1,3%,-27,-9%,0%,-8%,26%
COc1cccc(-c2csc(NNC(=O)c3cccs3)n2)c1,9%,?,-1%,9%,-56%,3%
C/C(CC(=O)Nc1ccc2ccccc2c1)=N\NC(=O)c1ccc(O)c(O)c1,?,-29,7%,0%,-24%,-4%
O=C(c1ccc2c(c1)N(Cc1ccccc1F)C(=O)c1ccccc1S2(=O)=O)N1CCC(Cc2ccccc2)CC1,/,19,-1%,-1%,/,/
CNc1ncnc2ccc(-c3c(C)noc3C)cc12,/,/,-15%,-2%,-12%,/
Cc1ccc(S(=O)(=O)N2CCN(C(=O)c3ccccc3)C2C(C)C)cc1 (stereo not drawn),6%,?,-7%,-12%,23%,-1%
Cc1ccc(CNC(=O)[C@H](Cc2ccccc2)NC(=O)c2ccco2)cc1,/,-8,-4%,1%,-21%,?
CC1=C(C(=O)Nc2ccccc2)C2(CCCCC2)C(C#N)=C(S)N1,?,-18,-27%,-1%,-50%,-9%
O=c1cc(O)c2ccccc2n1Cc1ccccc1,-7%,32,21%,7%,-28%,0%
Cn1cc([C@@H]2C[C@H]3CN(Cc4cccc(Cl)c4)C(=O)[C@]34CCCN24)c2ccccc21,-6%,12,-20%,-4%,118%[activator],?
O=C(NNC(=O)c1cc2ccccc2o1)c1ccncc1,/,-16,/,/,-19%,7%
C=CCn1c(CSCc2ccc(F)cc2)n[nH]c1=S,?,26,-15%,3%,-13%,2%
CCOCCCNCc1cc(Br)ccc1OCc1ccccc1,0%,-34,-3%,-8%,6%,?
CCOc1ncccc1C(=O)N=c1sccn1C,-1%,27,-6%,-5%,-10%,5%
CC(=O)OCC(=O)Nc1c(C)cc(C)cc1C,9%,-13,-5%,?,-1%[11.4 µM],10%
Cc1cccn2cc(CSc3ccccc3N)nc12,-1%,96,-1%,?,-13%,/
COc1ccc(CCNC(=O)Cc2cccc(C(F)(F)F)c2)cc1OC,-8%,5,-8%,-1%,42%,-20%
O=C1CCCC(=O)C1C(=O)C1CCN(S(=O)(=O)c2ccccc2)CC1,9%,-23,2%,1%,-23%,-2%
CN=C(Nc1ccc(Cl)cc1)c1ccc(C(F)(F)F)cc1,-1%,2,3%,?,47%,20%
O=C(COC(=O)c1ccc([N+](=O)[O-])o1)NCCc1ccccc1,/,-15,/,/,-9%,-19%
Cc1nc2scc(C)n2c(=O)c1S(=O)(=O)Nc1ccc(F)cc1,-5%,-4,-5%,0%,-16%,-1%
CCCCc1c(C)nc2ccc(Br)cc2c1SCCC#N,-3%,/,-10%,-8%,38%,?
CN(Cc1c(C(=O)N/N=C/c2ccccc2)nnn1-c1nonc1N)c1ccccc1,-10%,0,-10%,-14%,-43%,-12%
CCOc1ccc(CCNC(=O)c2ccc(Cn3c(=O)c4cccn4c4cccnc43)cc2)cc1,/,?,-5%,4%,/,/

# An unsorted share of the library. Share with any hit: about 9.9%.
